Glyco luc inh: N-linked glycosylation inhibition. D54 ERlucT glycosylation luciferase reporter, 24 h; percent of 100 nM tunicamycin response. reporter increase, % at 12.5 µM. 360,000 compounds, 0.23% hits;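 active means mean luciferase reporter signal, scaled so untreated is 0 and the glycosylation-blocking control 100, at or above a set limit in every replicate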;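 further: luciferase carries N-glycosylation sites so blocking glycosylation raises the light; 0% = median of neutral control wells and 100% = median of 100 nM tunicamycin wells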
Vif inh: blocks HIV Vif function; HEK293T cells, Vif self-association by quenched fluorescence, imaging, 24 h; AID 602346; 340,000 compounds, 0.35% hits; inhibition, % at 7.49 µM; in the data active means inhibition above about 50%, passing the limit was not always enough; further: some results filed as inactive read as strong as hits
m5-HT2A agonist: mouse HTR2A agonism via beta-arrestin recruitment | P35363 | CHO-K1 mHTR2A beta-arrestin complementation, luminescence; percent of 30 µM serotonin response | activation, % at 7.6 µM | 360,000 compounds, 0.66% hits;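 active means activation above a run cutoff, the mean activation of all tested compounds plus 3 SD, cut at about 14% in these data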;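 further: 0% = plate median of compound wells and 100% = 30 µM serotonin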
Target sequence (P35363 whole entry, looked up): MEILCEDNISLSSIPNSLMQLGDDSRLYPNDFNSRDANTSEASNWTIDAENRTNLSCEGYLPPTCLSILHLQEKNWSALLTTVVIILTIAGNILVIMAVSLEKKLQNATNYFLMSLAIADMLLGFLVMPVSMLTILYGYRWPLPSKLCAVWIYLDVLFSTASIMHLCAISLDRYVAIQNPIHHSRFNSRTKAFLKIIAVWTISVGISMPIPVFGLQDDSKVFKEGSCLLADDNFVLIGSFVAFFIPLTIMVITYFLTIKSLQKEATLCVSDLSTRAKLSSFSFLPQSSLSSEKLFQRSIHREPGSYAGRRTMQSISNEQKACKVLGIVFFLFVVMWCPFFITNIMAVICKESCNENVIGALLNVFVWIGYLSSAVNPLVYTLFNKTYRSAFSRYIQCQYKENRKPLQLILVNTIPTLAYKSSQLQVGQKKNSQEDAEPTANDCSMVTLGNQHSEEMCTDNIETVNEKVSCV
aDG glyco act: increases alpha dystroglycan glycosylation; Pro5-aDG cells, alpha-DG glycosylation AlphaScreen (IIH6); 0% Pro5, 100% B10-LARGE cell signal; activation, % at 10 µM; 360,000 compounds, 0.22% hits; AID 624168;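 active means activation of at least 8% versus controls, or a plate z-score of at least 8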;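 further: Pro5 are CHO cells carrying HIG-tagged alpha-DG that lacks glycosylation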
CaV13 FRET inh: Disruptors of the CACNA1D IQ motif to Ca2+-dependent inactivation inhibitor domain association, primary screening, Förster resonance energy transfer in intact living …; 340,000 compounds, 0.098% hits; inhibition, % at 12.3 µM; HEK cells, CFP/YFP FRET ICDI-IQ, plate reader, 10 min; percent FRET-ratio fall versus neutral wells;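 active means mean replicate inhibition of at least 30% and at least 1% of replicates passing that level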;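 further: 0% = median of the neutral control wells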
ABCB6 inh 2: human ABCB6 transporter inhibition | fluorescence ratio to DMSO, % at 10 µM | Q9NP58 | K562-ABCB6 porphyrin accumulation, flow cytometry, 1 h; stronger effect = lower value | 360,000 compounds, 0.19% hits;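 active means fluorescence ratio to DMSO below 75%, the collection mean minus 3 SD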;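 further: signal is porphyrin accumulated inside mitochondria; 100% equals median channel fluorescence of DMSO control wells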
PDI inh: inhibitors of human protein disulfide isomerase | P07237 | PDI insulin aggregation turbidity, A650, 90 min | inhibition, % at 10 µM | 350,000 compounds, 0.052% hits;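 active means mean inhibition across replicates of 30% or more, whatever share of single replicates reach that level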;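 further: absorbance from insulin aggregation driven by PDI reduction with DTT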
Target sequence (P07237 whole entry, looked up): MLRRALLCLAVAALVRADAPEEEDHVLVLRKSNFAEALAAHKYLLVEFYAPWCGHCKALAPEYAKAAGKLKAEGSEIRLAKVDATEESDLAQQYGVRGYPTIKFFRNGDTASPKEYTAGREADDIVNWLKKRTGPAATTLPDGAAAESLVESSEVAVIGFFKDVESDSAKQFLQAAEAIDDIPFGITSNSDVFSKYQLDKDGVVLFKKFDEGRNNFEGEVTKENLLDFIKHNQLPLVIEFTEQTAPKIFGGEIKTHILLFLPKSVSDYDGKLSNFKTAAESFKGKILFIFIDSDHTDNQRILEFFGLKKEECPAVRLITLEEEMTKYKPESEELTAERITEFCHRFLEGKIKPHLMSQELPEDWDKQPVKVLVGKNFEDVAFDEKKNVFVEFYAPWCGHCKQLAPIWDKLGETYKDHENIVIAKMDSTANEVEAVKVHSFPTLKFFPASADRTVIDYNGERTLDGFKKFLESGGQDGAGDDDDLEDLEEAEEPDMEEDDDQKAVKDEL
iPSC survival up: increases survival of single human iPS cells; 360,000 compounds, 0.044% hits; survival enhancement, % at 20 µM; hiPSC single-cell survival, ATPlite luminescence; 100% = ROCK inhibitor wells, 0% = DMSO; AID 602274; in the data active means survival enhancement above about 18%;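 further: cells exposed to compounds for 16 hours before the ATP read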
Granule exo inh: blocks lytic granule exocytosis. inhibition, % at 10 µM. AID 651702. 360,000 compounds, 0.66% hits. TALL-104 LAMP-1 surface exposure, flow cytometry; cells stimulated with thapsigargin and PMA;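 active means inhibition above about 55%, limit read from the data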
Cardio protect: protects H9c2 cardiomyocytes from peroxide injury. H2O2 injury protection, ATPLite, 2 h. protection from H2O2 cell death, % at 20 µM. 360,000 compounds, 0.63% hits. AID 588492;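 active means compounds giving at least 50% protection of heart cells from peroxide-induced death in the single-dose screen, raw or plate-pattern-corrected value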;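 further: 0% = DMSO wells with peroxide and 100% = DMSO wells without peroxide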
Numbers without * were called inactive; · = no result given. Compounds were not picked by outcome (roughly 3.1% active in at least one column).

SMILES	Glyco luc inh	Vif inh	m5-HT2A agonist	aDG glyco act	CaV13 FRET inh	ABCB6 inh 2	PDI inh	iPSC survival up	Granule exo inh	Cardio protect
COc1ccc(CNC(=O)C2CCN(S(=O)(=O)N3CCCCC3)CC2)c(OC)c1	0	2	1	0.0	-2	103	20	-0.3	0	-5
CCc1nc2c(c(=O)c3ccccc3n2C)c(=O)n1-c1ccc(F)cc1	3	2	2	0.0	-5	102	22	-1.2	-3	-1
O=C(Cc1csc(N2CCOCC2)n1)N/N=C/c1ccccc1C(=O)O	1	1	-1	-0.2	-6	99	-5	-0.1	-4	-4
COc1ccccc1C(=O)NCC(=O)OCc1ccc(Br)cc1	5	11	-1	0.2	-3	96	-3	1.5	0	2
O=S1(=O)CCO[C@H]2Cc3ccccc3[C@H]2N1Cc1ccc(Cl)cc1	5	·	-4	-0.2	-5	94	-2	-0.9	3	-3
Fc1ccc(-c2cnn3c(-c4ccncc4)ccnc23)cc1	-16	-8	-2	0.8	2	104	11	-2.0	0	-14
COc1ccc(NC(=O)CCNS(=O)(=O)c2ccc(Br)s2)cc1	0	3	4	0.0	-10	93	-1	1.2	-1	4
COc1ccccc1N1CCN(CC(=O)NC(=O)NCc2ccco2)CC1	1	-3	-2	-0.1	-5	100	-4	3.4	1	2
COc1ccc(NC(=O)Cn2nc(C)c3ccccc3c2=O)cc1	0	-1	-1	0.0	-20	96	-3	0.6	-8	8
Cc1cc(C)c2nc(NNC(=O)c3ccc(S(=O)(=O)N4CC(C)CC(C)C4)cc3)sc2c1 (configuration not stated)	-12	-9	62*	-0.1	-7	94	·	-0.5	2	26
Cc1cc(=O)[nH]c(N/N=C/c2c[nH]c3ccccc23)n1	2	-1	0	0.5	-4	98	-5	-0.3	3	7
C=CCn1c(C(C)C)nc2ccccc21	0	0	6	0.0	5	99	4	0.8	2	-2
CC(C)CN(C(=O)c1ccc(F)cc1F)c1c(N)n(CC(C)C)c(=O)[nH]c1=O	-1	-1	3	0.4	-4	99	1	0.3	-3	7
O=C1N/C(=N/S(=O)(=O)Cc2ccccc2)S/C1=C/c1ccc2c(c1)OCO2	2	-4	0	-0.2	-3	100	3	-0.3	9	10
COCCn1cnc2c1c(=O)[nH]c(=O)n2Cc1ccccc1	0	9	9	-0.1	·	99	2	0.2	3	7
Cc1cc(=O)n(CC(=O)O)c2ccccc12	5	-2	-4	-0.1	-4	103	2	0.0	4	6
CCCS(=O)(=O)NC(=O)C1(C)CCCN(C(=O)c2cncc(Br)c2)C1 (configuration not stated)	-1	·	-9	-0.6	·	97	-1	-0.3	-5	0
CC(C)OC(=O)c1cccc2c1C(=O)c1ccccc1-2	-3	-2	-7	-0.1	-8	98	-10	-0.4	0	8
CSc1ccc(NC(=O)N2CCN(c3nc4ccccc4s3)CC2)cc1	-1	-11	18*	0.3	-9	96	-3	1.3	1	-6
CC(NC(=O)c1ccco1)C(=O)Nc1nccs1 (configuration not stated)	1	9	-1	0.2	-6	102	-1	1.7	0	4

A few values from the results shown.
CC(C)OC(=O)c1cccc2c1C(=O)c1ccccc1-2 in Vif inh = -2
Cc1cc(C)c2nc(NNC(=O)c3ccc(S(=O)(=O)N4CC(C)CC(C)C4)cc3)sc2c1 (configuration not stated) in Granule exo inh = 2
CCCS(=O)(=O)NC(=O)C1(C)CCCN(C(=O)c2cncc(Br)c2)C1 (configuration not stated) in Granule exo inh = -5
Cc1cc(=O)[nH]c(N/N=C/c2c[nH]c3ccccc23)n1 in Granule exo inh = 3
Cc1cc(=O)n(CC(=O)O)c2ccccc12 in Vif inh = -2

(next part)
SMILES	Glyco luc inh	Vif inh	m5-HT2A agonist	aDG glyco act	CaV13 FRET inh	ABCB6 inh 2	PDI inh	iPSC survival up	Granule exo inh	Cardio protect
Cc1cc([N+](=O)[O-])nn1CC(=O)NCc1ccc(Cl)cc1	-2	6	2	-0.1	-2	102	4	0.2	-3	1
O=C(O)c1ccc(S(=O)(=O)/N=C2\C=C(Nc3ccccc3F)C(=O)c3ccccc32)cc1	-16	-3	5	-0.3	-7	108	0	-0.6	27	-19
COc1ccc(-c2cc(C3CC3)nc(N)c2C#N)cc1	-3	-1	-2	0.0	-4	87	3	-0.7	17	-1
O=C(Nc1ccc2ccccc2c1)c1ccc(NS(=O)(=O)c2ccc(Br)s2)cc1	-3	-20	-7	0.1	-7	102	-3	-1.0	7	-12
CC1(C(=O)NCc2ccc(F)c(F)c2)Cc2c(-c3cccc(C(N)=O)c3)ccnc2O1 (configuration not stated)	18	-13	0	0.0	-5	99	-27	1.5	8	10
COc1ccc(Cl)cc1Nc1nc(N)nc(C(F)(F)F)n1	5	-6	-4	0.1	-5	96	-4	-1.2	-1	0
COc1cc(OC)c(C2C(C(=O)N3CCOCC3)=C(C)NC3=C2C(=O)CC(C)(C)C3)cc1OC (configuration not stated)	3	-4	2	-0.2	-5	97	-17	1.9	-1	8
COc1ccc(-c2nn(-c3ccccc3)cc2/C=C2/SC(=S)N(Cc3ccco3)C2=O)c(C)c1	2	-2	0	1.6	-6	96	7	-1.0	3	-9
CCOC(=O)NC(c1ccc(C(C)C)cc1)C(Cl)(Cl)Cl (configuration not stated)	1	·	0	0.0	-6	96	2	0.5	2	4
Cc1ccc(NC(=O)c2noc3c2CCCCC3)cc1C	-18	-1	3	0.1	-9	97	1	-2.7	-1	-4
COc1ccc(CCNC(=O)c2cc3c(=O)n4cccc(C)c4nc3n(CC3CCCO3)c2=N)cc1 (configuration not stated)	2	1	-1	0.7	-3	96	4	0.5	62*	40
Cc1cccc(-c2cc3nc(C)c(C)c(NCCCn4ccnc4)n3n2)c1	0	-6	-4	0.6	-5	94	-2	0.1	4	7
CCN(Cc1ccccc1)C(=O)COC(=O)c1c(C)nsc1NC	1	2	4	0.8	-2	96	-5	-0.2	0	-14
Cc1ccc(NC(=O)COC(=O)c2cccc3c(=O)c(C)c(-c4ccccc4)oc23)cc1	3	2	1	0.1	4	103	14	5.4	-1	3
COc1ccc(NC(=O)Cn2nnc(-c3ccccc3NS(=O)(=O)c3ccc(OC)cc3)n2)cc1	12	-8	2	0.0	-5	93	-10	0.7	-6	-5
Cc1ccc(-c2nnc(SCC(=O)N3CCCC3)o2)cc1	0	-5	4	-0.2	-5	102	-5	1.7	0	-7
COc1ccccc1C(=O)N=C1NC(=O)CC2C(=O)NCCN12 (configuration not stated)	1	12	1	-0.3	8	100	-6	0.0	5	5
Cc1cc(C(=O)CCC(=O)N(C)CC(=O)Nc2ccccc2Br)c(C)s1	-2	-13	-1	0.1	-4	86	1	-0.6	5	1
O=c1[nH]c(=O)n(CCCc2ccccc2)cc1-c1ccccc1	1	-6	1	0.3	-7	103	6	3.4	-7	3
CCC(CC)NCc1ccc(OC)cc1OC	-3	-6	-2	0.1	-7	101	-1	0.9	-5	-7

Laid out differently: two of the compounds above
> Cc1ccc(NC(=O)c2noc3c2CCCCC3)cc1C
  Glyco luc inh = -18
  Vif inh = -1
  m5-HT2A agonist = 3
  aDG glyco act = 0.1
  CaV13 FRET inh = -9
  ABCB6 inh 2 = 97
  PDI inh = 1
  iPSC survival up = -2.7
  Granule exo inh = -1
  Cardio protect = -4

> CCC(CC)NCc1ccc(OC)cc1OC
  Glyco luc inh = -3
  Vif inh = -6
  m5-HT2A agonist = -2
  aDG glyco act = 0.1
  CaV13 FRET inh = -7
  ABCB6 inh 2 = 101
  PDI inh = -1
  iPSC survival up = 0.9
  Granule exo inh = -5
  Cardio protect = -7

Random excerpt: 7 records from the list
SMILES	Glyco luc inh	Vif inh	m5-HT2A agonist	aDG glyco act	CaV13 FRET inh	ABCB6 inh 2	PDI inh	iPSC survival up	Granule exo inh	Cardio protect
Cc1ccc(NC(=O)COC(=O)c2cccc3c(=O)c(C)c(-c4ccccc4)oc23)cc1	3	2	1	0.1	4	103	14	5.4	-1	3
COc1ccccc1C(=O)N=C1NC(=O)CC2C(=O)NCCN12 (configuration not stated)	1	12	1	-0.3	8	100	-6	0.0	5	5
CC1(C(=O)NCc2ccc(F)c(F)c2)Cc2c(-c3cccc(C(N)=O)c3)ccnc2O1 (configuration not stated)	18	-13	0	0.0	-5	99	-27	1.5	8	10
O=C(O)c1ccc(S(=O)(=O)/N=C2\C=C(Nc3ccccc3F)C(=O)c3ccccc32)cc1	-16	-3	5	-0.3	-7	108	0	-0.6	27	-19
COc1ccc(-c2nn(-c3ccccc3)cc2/C=C2/SC(=S)N(Cc3ccco3)C2=O)c(C)c1	2	-2	0	1.6	-6	96	7	-1.0	3	-9
COc1cc(OC)c(C2C(C(=O)N3CCOCC3)=C(C)NC3=C2C(=O)CC(C)(C)C3)cc1OC (configuration not stated)	3	-4	2	-0.2	-5	97	-17	1.9	-1	8
Cc1cc(C(=O)CCC(=O)N(C)CC(=O)Nc2ccccc2Br)c(C)s1	-2	-13	-1	0.1	-4	86	1	-0.6	5	1

Next section
SMILES	Glyco luc inh	Vif inh	m5-HT2A agonist	aDG glyco act	CaV13 FRET inh	ABCB6 inh 2	PDI inh	iPSC survival up	Granule exo inh	Cardio protect
O=C(Nc1ccccc1C(=O)N1CCOCC1)c1cccc(S(=O)(=O)N2CCCC2)c1	0	2	-4	-0.4	·	106	0	-3.3	1	10
Cc1ccc(C2(C)NC(=O)N(CC(=O)N3CCN(S(=O)(=O)c4ccc(Cl)s4)CC3)C2=O)cc1 (configuration not stated)	2	1	2	0.1	-2	105	-6	-0.3	-1	-4
Cc1cccc(C(=O)O/N=C(\N)c2ccc(Cl)cc2)c1	-1	-4	-5	0.1	-20	88	-5	1.3	11	-16
CN1CCCC(OC(=O)c2ccccc2F)C1 (configuration not stated)	-2	-9	-4	0.7	-1	99	-1	-0.2	-1	-3
CCC(CC)c1nnc(NC(=O)CSCC(=O)Nc2cc(C)on2)s1	2	1	4	-0.2	-1	99	11	0.5	5	-4
Cc1csc(NC(=O)c2cc(C)oc2C)n1	-1	-6	-3	0.1	-7	92	-2	-0.4	4	4
O=C(NCc1ccon1)C1CCC(=O)N(Cc2cccc(C(F)(F)F)c2)C1 (configuration not stated)	1	4	-1	-0.3	-2	100	2	-0.4	-17	-2
Cc1csc(NC(=O)CSc2ncnc3ccccc23)n1	1	-4	-2	0.4	·	94	1	-0.4	5	1
Cc1c(Cl)cccc1NC(=O)C1NC(=O)CC1c1ccccc1 (configuration not stated)	-6	8	7	0.1	1	96	·	0.4	-6	24
CCCCCCCCN1C(=O)[C@H](CC(=O)NCC23CC4CC(CC(C4)C2)C3)C[C@@]2(C(=O)OCC)CCCC=C12	·	·	9	-0.1	-4	92	·	1.4	2	·
Cn1cccc1/C=N/NC(=O)CSc1nc2ccccc2[nH]1	1	-4	-1	0.0	-20	101	1	-0.4	-3	3
CCCC(=O)N1CCN(c2ccc(NC(=O)c3sc4ccccc4c3Cl)cc2)CC1	0	-17	7	0.2	·	109	-6	-1.2	-4	-4
Fc1ccc(NC(=S)NNc2ncc(C(F)(F)F)cc2Cl)c(F)c1	-2	-10	-12	1.0	-7	89	2	-1.8	0	-19
CCc1nc(SCc2ccc(C(=O)OC)o2)c2c(=O)n(C)c(=O)n(C)c2n1	0	-6	-3	-0.2	-9	93	·	0.8	0	10
C[C@H](NC(=O)c1ccccc1)C(=O)N1CCC2(CC1)NCCc1[nH]cnc12	2	5	13	-0.1	-2	101	0	2.4	-4	-3
COc1ccc(N2CCN(S(=O)(=O)c3ccc4c(c3)NC(=O)CS4)CC2)cc1	-3	9	7	-0.1	-5	95	2	-0.2	-3	-7
c1ccc(Nc2nc3ccccc3o2)cc1	-7	·	-4	0.1	-8	94	-5	-0.4	-1	-12
N#Cc1c(N)n[nH]c1CCCN	-1	·	5	3.0	-7	99	5	-0.4	2	5
